SIAH1 antagonists – Siah-1 peptide-binding antagonists, primary screen, biochemical, fluorescence polarization, rhodamine-plectin, uHTS (AID 1817) | E3 ubiquitin-protein ligase SIAH1 (Homo sapiens) | Siah-1 / rhodamine-plectin peptide fluorescence polarization; higher % means a stronger effect | displacement, % at 20 µM; hits with a dose series show IC50 in µM | 290,000 tested, 0.02% active;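 active = displacement of at least 50% at 20 µM, with a fluorescence ratio check between 0.3 and a set limit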;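 also: plate controls were Siah plus tracer with DMSO for no effect and tracer alone without Siah for full effect; strong numbers were not always called active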
AID2073 – inhibitors of Mint1-CaV2.2 protein interaction, biochemical, HTRF (AID 2073) | 290,000 tested, 0.19% active | Voltage-dependent N-type calcium channel subunit alpha-1B (Homo sapiens) | HTRF protein-protein interaction, Mint1-CaV2.2; higher % means a stronger effect | one-dose inhibition, % at 20 µM; IC50 in µM for titrated hits; in the data active = inhibition mostly above about 51%, no sharp cut-off; inconclusive = no clear call, values can overlap the other calls; inactive = mostly below about 53%; also: some results filed as inactive read as strong as hits
UTI89 phage lysis – inhibition of K1F phage lysis, E. coli UTI89, bacterial capsule biogenesis inhibitors, alamar blue (AID 488966); E. coli UTI89 K1F phage lysis, alamar blue, 2 h; higher % means a stronger effect; inhibition, % at 100 µM, or IC50 in µM where a hit was titrated; 340,000 tested, 0.02% active;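 active = phage lysis inhibition, versus mean bacterial control, above a set limit; inconclusive = no clear call, values can overlap the other calls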;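 also: capsule biogenesis inhibitors block K1F phage lysis so surviving cells raise fluorescence; higher fluorescence means more inhibition of phage lysis; actives were called in the ten point dose series up to 300 µM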
RSV antiviral HEp-2 – RSV antiviral activity via CPE protection, HEp-2 cells, primary 10 µM value included (AID 2391); 310,000 tested, 0.13% active; CPE inhibition, % at 10 µM, or IC50 in µM where a hit was titrated; HEp-2 cells, RSV-induced CPE inhibition; higher % means a stronger effect; in the data active = a potency from the dose series; inconclusive = CPE inhibition mostly from about 23% at the one dose, without a potency; inactive = the rest, 99 in 100 with CPE inhibition below about 21%; also: strong numbers were not always called active
West Nile virus CPE – West Nile virus antiviral activity, cell-based, CPE readout (AID 1621); West Nile virus-infected cells, CPE inhibition; higher % means a stronger effect; CPE inhibition, % at 10 µM, or IC50 in µM where a hit was titrated; 290,000 tested, 0.02% active; in the data active = a potency from the dose series; inconclusive = CPE inhibition mostly from about 3.7% at the one dose, without a potency; inactive = the rest, 99 in 100 with CPE inhibition below about 2.2%; also: strong numbers were not always called active
MgcRacGAP inhibition – MgcRacGAP GTPase-activating activity inhibitors, confirmation, biochemical, ADP Hunter fluorescence; 340,000 tested, 0.6% active; AID 624330, 2012; MgcRacGAP-stimulated Rac1 GTP hydrolysis, ADP Hunter fluorescence; higher % means a stronger effect; GST-tagged Rac1 F28L mutant substrate; inhibition, % at 30 µM, or IC50 in µM where a hit was titrated;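 active = first-screen hits whose inhibition reached a set limit at any dose in the follow-up dose series; inconclusive = inhibition above the set first-screen limit but never retested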;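 also: fluorescence reports GDP produced by GAP-driven GTP hydrolysis; strong numbers were not always called active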
NTR1 ag – agonists of NTR1, primary screen, imaging, U2OS cells, beta-arrestin-GFP, high content (AID 493036); Neurotensin receptor type 1 (Homo sapiens), P30989; NTR1-U2OS beta-arrestin-GFP spot imaging, agonist mode; activation, % at 20 µM; 330,000 tested, 0.17% active;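 active = activation at or above 40% of the spot to cytoplasm intensity ratio, with at least 20 cells analyzed; inconclusive = wells under 20 cells, flagged as cytotoxic or low count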;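 also: 0% = DMSO without peptide and 100% = 100 nM NTR1 peptide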
Target sequence (P30989 whole entry, looked up): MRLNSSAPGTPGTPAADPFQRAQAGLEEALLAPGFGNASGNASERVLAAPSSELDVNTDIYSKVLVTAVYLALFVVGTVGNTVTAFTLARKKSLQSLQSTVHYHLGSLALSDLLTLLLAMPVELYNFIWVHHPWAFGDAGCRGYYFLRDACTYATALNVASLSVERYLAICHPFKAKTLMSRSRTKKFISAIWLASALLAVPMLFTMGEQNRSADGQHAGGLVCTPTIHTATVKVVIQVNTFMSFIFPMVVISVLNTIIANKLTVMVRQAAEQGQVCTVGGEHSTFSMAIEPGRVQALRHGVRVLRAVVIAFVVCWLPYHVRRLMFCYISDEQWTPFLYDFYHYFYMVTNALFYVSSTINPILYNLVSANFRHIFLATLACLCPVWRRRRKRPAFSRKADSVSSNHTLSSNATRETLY
Dengue-2 NS5 capping – Dengue-2 NS5 methyltransferase inhibitors, primary screen, biochemical, confirmation dose response (AID 588689). Dengue-2 NS5 methyltransferase capping enzyme assay, biochemical; higher % means a stronger effect. one-dose inhibition, % at 25 µM; IC50 in µM for titrated hits. 340,000 tested, 0.3% active; in the data active = a potency from the dose series; inconclusive = inhibition above about 29% without an active follow-up result
Large T inhibition – SV40 large T antigen inhibitors, biochemical (AID 1903); SV40 large T antigen ATPase/helicase inhibition assay; higher % means a stronger effect; 310,000 tested, 0.39% active; inhibition, % at 20 µM, or IC50 in µM where a hit was titrated; in the data active = a potency from the dose series; inconclusive = inhibition mostly from about 32% at the one dose, without a potency; inactive = the rest, 99 in 100 with inhibition below about 32%; also: strong numbers were not always called active
NTR1 ag cell count 20 µM – also measured in NTR1 ag; calls as there; cell count; measured here: cell count, cytotoxicity flag
Dengue-2 NS5 capping pilot replicate – also measured in Dengue-2 NS5 capping; calls as there; inhibition, %; measured here: pilot screen replicate inhibition
* hit, by the source's call; ? = inconclusive; nt = no result given; [ ] = another dose, or the depositor's remark. Hits appear at their usual frequency. Share with any hit: about 1.6%.

SMILES	SIAH1 antagonists	AID2073	UTI89 phage lysis	RSV antiviral HEp-2	West Nile virus CPE	MgcRacGAP inhibition	NTR1 ag	NTR1 ag cell count 20 µM	Dengue-2 NS5 capping	Large T inhibition	others
O=C(O)CCC(=O)Nc1ccccc1C(=O)NCc1ccco1	12%	1%	-0.3%	0.1%	-0.1%	4%	0.0	82	5%	0%
Cc1ccccc1C(=O)N1CCC(C(=O)Nc2ccc(S(=O)(=O)N3CCCC3)cc2)CC1	0%	-12%	0.1%	1.1%	0.3%	1%	-3.1	68	1%	-2%
CC(C)[C@H](NC(=O)OCc1ccccc1)C(=O)OCC(=O)NC1(C#N)CCCC1	-1%	11%	-0.2%[50 µM]	1.3%	0.4%	0%	-1.7	48	-5%	8%
Cc1cc2cc3c(cc2nc1SCC(=O)N1CCN(C(=O)c2ccco2)CC1)OCO3	-3%	-12%	0.0%	3.3%	-0.8%	6%	0.7	57	-6%	nt
Cc1cnc(NC(=O)CCCc2nc3ccccc3s2)s1	5%	-42%	0.5%	1.8%	1.0%	9%	2.6	49	-7%	2%
CC1(C)CC(=O)C(/C=N/n2cnc3ccccc3c2=O)=C(O)C1	5%	7%	0.3%	2.4%	0.2%	4%	0.9	94	-2%	9%
O=C(CCS(=O)(=O)c1ccccc1Cl)NCCC1=CCCCC1	2%	-5%	-0.2%	1.8%	1.0%	2%	0.0	76	-3%	21%
CCc1nc2ccc(C(=O)NCCc3ccc(OC)c(OC)c3)cc2nc1CC	-2%	-5%	0.5%	4.1%	1.2%	9%	1.5	60	-9%	10%
COc1cccc(CNC(=O)CSCC(=O)Nc2cc(C)on2)c1	nt	nt	1.3%[50 µM]	-1.3%	nt	5%	-1.0	70	-10%	15%
COCC(C)n1c(C)cc(C(=O)COC(=O)c2ccc3ncsc3c2)c1C (stereo not drawn)	7%	-3%	6.0%	0.8%	1.4%	9%	0.9	68	-6%	5%
CS(=O)(=O)N(CC(=O)NCc1ccccc1)Cc1ccc(Cl)cc1	5%	-3%	4.0%	0.8%	-0.2%	5%	-0.8	62	2%	9%
COc1ccc(C(=O)NNC(=O)CSc2nnc(C(C)C)n2C)cc1	-1%	1%	0.6%	1.8%	0.1%	5%	-0.7	53	-6%	7%
CC(C)Cc1nc2sc3c(c2c(=O)n1N)CC(C)(C)OC3	4%	2%	0.9%	0.3%	-0.3%	0%	-0.7	57	-10%	10%
COCCN1C(=O)CC(NNC(=O)c2ccc(S(=O)(=O)N3CCCC3)cc2)C1=O (stereo not drawn)	-3%	-3%	0.2%	2.7%	0.1%	3%	-0.7	47	-3%	4%
O=C(O)c1cn[nH]c1-n1cnnn1	0%	5%	0.6%	2.1%	0.3%	7%	11	96	3%	5%	Dengue-2 NS5 capping pilot replicate=1.2
COc1ccccc1NC(=O)COc1ccc(C(=O)NCC2CCCO2)cc1OC (stereo not drawn)	nt	nt	0.8%[50 µM]	nt	nt	4%	-2.7	58	-7%	nt
COc1ccc(S(=O)(=O)NCC2CCCN(C(=O)c3cccs3)C2)cc1 (stereo not drawn)	1%	-8%	-0.3%	0.3%	-1.2%	4%	1.0	38	-6%	1%
O=C(Cn1cnc2c(OCc3ccccc3)ncnc21)NCCN1CCOCC1	nt	nt	0.4%	nt	nt	4%	0.6	46	4%	nt	Dengue-2 NS5 capping pilot replicate=2.1
COc1ccc(S(=O)(=O)N2CCC(C(=O)N3CCc4ccccc4C3)CC2)cc1OC	1%	-7%	-4.4%	6.5%	-1.3%	2%	-1.9	93	-4%	23%
Cc1ccc(Cl)cc1N(CC(=O)NCc1ccccc1)S(C)(=O)=O	5%	1%	0.0%	0.7%	-0.7%	1%	1.5	70	-1%	10%
O=c1[nH]c(-c2ccc(-c3cccc(Cl)c3)o2)nc2ccccc12	nt	nt	2.9%	nt	nt	9%	-1.8	77	-6%	nt
CN(CC1CCOCC1)C(=O)CC1C(=O)NCCN1C/C=C/c1ccccc1 (stereo not drawn)	5%	1%	0.5%	-1.5%	1.5%	2%	-0.4	42	2%	5%
Cc1ccc(S(=O)(=O)Oc2ccccc2N2C(=O)C3C4CCC(C4)C3C2=O)cc1 (stereo not drawn)	1%	6%	0.2%	1.9%	-0.9%	4%	2.0	68	-6%	3%
O=C(Oc1cccc(-n2cnnn2)c1)c1ccco1	-1%	5%	0.4%	3.1%	0.2%	1%	0.7	47	-6%	14%
COc1ccc(C(C(=O)NCC2CCCO2)N(C(=O)CNC(=O)c2ccco2)c2ccccc2)cc1OC (stereo not drawn)	-1%	2%	0.0%	0.0%	1.3%	6%	-0.5	44	-8%	-5%
SMILES	SIAH1 antagonists	AID2073	UTI89 phage lysis	RSV antiviral HEp-2	West Nile virus CPE	MgcRacGAP inhibition	NTR1 ag	NTR1 ag cell count 20 µM	Dengue-2 NS5 capping	Large T inhibition	others
Cc1ccc(OCC(=O)NCCO)cc1C	-3%	33%	3.5%	-0.3%	0.7%	1%	0.4	47	-3%	17%
C=C1CCC[C@]2(C)C[C@H]3OC(=O)C(CNC(CC)CO)[C@H]3CC12 (stereo partly drawn)	0%	-5%	0.1%	0.3%	1.9%	9%	1.3	45	-5%	-19%
CC1=NN(c2ccccc2)C(=O)/C1=C\N(O)c1ccccc1	7%	-19%	0.1%	0.7%	-0.3%	-5%	2.0	51	2%	-1%	Dengue-2 NS5 capping pilot replicate=-1.2
Cc1cc(NC(=O)c2noc3c2CCc2ccccc2-3)n(-c2ccccc2)n1	0%	14%	2.1%	1.8%	0.0%	6%	1.8	61	2%	14%
CC(=O)c1ccc(NC(=O)C(C)Oc2ccc(N(C)S(=O)(=O)c3ccc(C)cc3)cc2)cc1 (stereo not drawn)	nt	nt	0.5%[50 µM]	5.6%	nt	7%	0.3	47	-2%	nt
C/C(=N/OC(=O)c1c(F)cccc1F)c1nccs1	4%	5%	0.3%	0.4%	0.4%	5%	2.5	77	-8%	6%
Cc1ccc(NC(=O)COc2ccc(/C=N/NC(=O)CSCc3ccccc3)cc2)cc1	10%	5%	-2.3%	2.6%	1.1%	-15%	2.9	84	0%	17%
COc1ccc(NC(=O)c2ccccc2Cl)c(NC(=O)c2ccco2)c1	30%	13%	0.3%	nt	0.2%	-1%	-1.0	54	2%	nt
COc1ccc(NC(=O)c2cc(=O)c3ccccc3o2)cc1Cl	9%	?	-0.3%	2.1%	2.4%	15%	-0.7	63	-7%	0%
CCCCC1(CC(=O)OCC)C(=O)N(c2ccccc2)N(c2ccccc2)C1=O	4%	0%	2.0%[50 µM]	2.7%	-1.9%	3%	0.9	79	-10%	-5%
O=C(CCn1cccc1)N1CCc2ccccc21	-5%	-4%	1.0%	-1.0%	0.3%	10%	-0.1	41	3%	9%
CC12CCC(=O)N1C(C(=O)Nc1ccc(F)c(Cl)c1)CS2 (stereo not drawn)	nt	nt	1.1%[50 µM]	0.4%	nt	13%	1.4	65	6%	2%
O=C(CSc1nc2ccccc2c(=O)n1-c1ccc(F)cc1F)c1c[nH]c2ccccc12	0%	7%	5.1%	11%	-0.8%	14%	1.7	49	1%	14%
Cc1ccc(NC(=O)C2CCC(C(C)(C)C)CC2)cc1S(=O)(=O)N1CCOCC1 (stereo not drawn)	nt	nt	-0.3%	nt	nt	7%	8.7	68	-2%	nt
CCC(C)OC(=O)C1C(c2ccccc2)C(C(=O)O)C1c1ccccc1 (stereo not drawn)	-4%	6%	0.0%	0.3%	1.8%	10%	-0.3	71	-5%	-1%
COc1ccc(-c2oc3ccccc3c2C#Cc2cncn2C)cc1	nt	nt	0.3%	6.4%	nt	-1%	8.8	54	4%	nt
N#C/C(=N\Nc1ccccc1Cl)C(=O)c1ccccc1	1%	-1%	-0.1%	8.0%	nt	6%	0.7	54	-2%	8%
Cc1ccc2c(c1)C(=O)C(=O)N2c1ccc(Cl)cc1	nt	nt	-0.1%	nt	nt	7%	-1.6	42	4%	nt
O=C(Nc1cccc(Cl)c1Cl)C1CCN(c2ncccn2)CC1	6%	9%	-0.1%	0.0%	0.9%	8%	1.9	82	-7%	3%	Dengue-2 NS5 capping pilot replicate=-0.3
Cc1ccc(S(=O)(=O)Oc2ccc(/C=C(/NC(=O)c3ccccc3)C(=O)NCC(=O)O)cc2)cc1	0%	6%	nt	-0.6%	0.7%	nt	2.1	56	nt	4%
Cc1nc2ccccc2c(C)c1C(=O)c1ccc(F)cc1	4%	-7%	-1.0%	6.6%	-1.1%	-16%	-0.9	34	-6%	-1%
COc1ccccc1N(CC(=O)NCCc1ccccc1)C(=O)CCC(=O)Nc1cc(C)ccn1	3%	4%	0.1%	?	-0.6%	3%	-1.4	45	-5%	9%
Cc1ccccc1NC(=S)N(CCc1c(C)[nH]c2ccc(F)cc12)Cc1ccncc1	-2%	-6%	0.4%	-1.2%	-0.6%	6%	3.2	32	-4%	14%
Cc1[nH]n(-c2ccc(Cl)cc2)c(=O)c1N=Nc1cccnc1	-1%	-2%	-0.1%	1.9%	-0.2%	8%	7.0	55	-12%	10%
CCOC(=O)N1CCN(C(=O)c2ccc3c(c2)N(Cc2cc(C)ccc2C)C(=O)c2ccccc2S3=O)CC1 (stereo not drawn)	-1%	6%	0.3%	3.4%	-0.9%	7%	0.6	64	-5%	-1%
SMILES	SIAH1 antagonists	AID2073	UTI89 phage lysis	RSV antiviral HEp-2	West Nile virus CPE	MgcRacGAP inhibition	NTR1 ag	NTR1 ag cell count 20 µM	Dengue-2 NS5 capping	Large T inhibition	others
Cc1cc(NC(=O)CSc2nc(=O)cc(N)n2-c2ccc(F)cc2)no1	0%	-2%	0.0%	2.1%	-0.2%	3%	-0.2	71	1%	20%
CC(=O)c1cc2ccccc2oc1=O	nt	nt	1.7%	-0.1%	nt	-3%	0.8	49	-7%	nt
O=C1CCCCC1	nt	nt	-1.6%	2.8%	nt	4%	0.5	49	-7%	nt
CCOC(=O)c1sc(Nc2nc3c(F)cccc3s2)cc1C	-4%	15%	1.9%	2.5%	-0.8%	6%	3.4	57	4%	4%
O=C(c1cccs1)N(Cc1cccc(Cl)c1)C1CCS(=O)(=O)C1 (stereo not drawn)	3%	17%	2.0%	-1.5%	-0.3%	2%	1.3	86	-6%	31%	Dengue-2 NS5 capping pilot replicate=1.1
CCN(CCCNc1ncnc2nc[nH]c12)c1cccc(C)c1	4%	-14%	8.8%	0.3%	-0.3%	19%	-1.8	45	-4%	29%
CC(C)OC(=O)CSc1nc(Cc2ccccc2)nc2ccccc12	7%	1%	0.1%	2.1%	-0.2%	4%	10	40	0%	25%
CCc1nn2c(=O)cc(N3CCN(c4cc(C)nc5ccccc45)CC3)nc2s1	-2%	-3%	nt	nt	-0.6%	nt	nt	nt	nt	7%
